# Screening results from PubChem.
# hcGAS inh: blocks human cGAS activity. hit rate 0.081% among 290,000. inhibition, % at 12.5 µM. recombinant h-cGAS, ATP depletion, Kinase-Glo luminescence;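 also: 0% = vehicle reaction and 100% = reaction without DNA for no activity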
# Target sequence (Q8N884 whole entry, looked up): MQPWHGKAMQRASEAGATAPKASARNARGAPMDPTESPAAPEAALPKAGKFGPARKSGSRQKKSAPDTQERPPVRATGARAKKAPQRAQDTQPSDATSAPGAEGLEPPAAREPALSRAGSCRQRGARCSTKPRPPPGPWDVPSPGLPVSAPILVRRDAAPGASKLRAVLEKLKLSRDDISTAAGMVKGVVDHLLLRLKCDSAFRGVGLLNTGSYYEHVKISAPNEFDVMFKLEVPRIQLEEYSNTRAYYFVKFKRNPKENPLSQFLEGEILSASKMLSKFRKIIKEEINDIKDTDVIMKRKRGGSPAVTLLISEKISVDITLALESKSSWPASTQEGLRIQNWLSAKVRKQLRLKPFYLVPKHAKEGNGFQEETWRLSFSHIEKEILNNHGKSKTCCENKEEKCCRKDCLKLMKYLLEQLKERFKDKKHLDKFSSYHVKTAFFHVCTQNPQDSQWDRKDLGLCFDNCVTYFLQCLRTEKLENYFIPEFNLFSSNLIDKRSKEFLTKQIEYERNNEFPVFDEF
# mcGAS inh: mouse cGAS inhibition by luminescence | recombinant cGAS, Kinase-Glo ATP depletion luminescence | inhibition, % at 12.5 µM | AID 1259399 | hit rate 0.15% among 160,000;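 also: 0% = negative control wells and 100% = reference inhibitor with no enzyme activity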
# NPYLR7 agonist: mosquito NPYLR7 agonism; activation, % at 10 µM; AID 1259423; hit rate 0.15% among 270,000; HEK293T NPYLR7/Galpha15, GCaMP6s calcium fluorescence; in the data active = activation above about 40%;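 also: 0% = vehicle and 100% = reference agonist at the receptor; some compounds past the cut are filed as inactive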
# Starred values were filed as active, the others as inactive; · = not tested or not shown; & = joins results of further samples. Rule as the data show it, unless noted: active = inhibition above about 40%; inactive = the rest.
# The opening 5 compounds, ahead of the listing:
# Fields – NPYLR7 agonist, hcGAS inh, mcGAS inh
- COc1ccc(N2CCN(c3cc(C(=O)NCCCN4CCOCC4)c4ccccc4n3)CC2)cc1
 : 27.9, -5.5, -7.1
- CNc1nc(N2CC[C@@H]3[C@@H](CCC(=O)N3CC(C)C)C2)nc2c1CCC2
 : ·, 4.0, -1.8
- O=C1CCC(C(=O)N2CCc3ccc(NC(=O)c4ccccc4Cl)cc3C2)=NN1
 : 4.6, -6.8, ·
- O=C(C1CCCCCC1)N1C[C@@H]2CN(C(=O)C3CC3)C[C@]2(C(=O)O)C1
 : 11.0, -7.8, -11.8
- Cc1ccc(C(=O)Nc2ccc(Br)cc2)cc1S(=O)(=O)N1CCOCC1
 : -2.8, -5.1, -4.9

# Main list (from the top)
# Fields – NPYLR7 agonist, hcGAS inh, mcGAS inh
- COc1ccc(N2CCN(c3cc(C(=O)NCCCN4CCOCC4)c4ccccc4n3)CC2)cc1
 : 27.9, -5.5, -7.1
- CNc1nc(N2CC[C@@H]3[C@@H](CCC(=O)N3CC(C)C)C2)nc2c1CCC2
 : ·, 4.0, -1.8
- O=C1CCC(C(=O)N2CCc3ccc(NC(=O)c4ccccc4Cl)cc3C2)=NN1
 : 4.6, -6.8, ·
- O=C(C1CCCCCC1)N1C[C@@H]2CN(C(=O)C3CC3)C[C@]2(C(=O)O)C1
 : 11.0, -7.8, -11.8
- Cc1ccc(C(=O)Nc2ccc(Br)cc2)cc1S(=O)(=O)N1CCOCC1
 : -2.8, -5.1, -4.9
- COC(=O)CCC(=O)c1oc2ccc(Br)cc2c1N
 : -0.8, -8.8, ·
- CN1CC2(CCCN(Cc3noc(C(C)(C)C)n3)CC2)OC1=O (stereo unspecified)
 : -2.3, 1.4, 2.1
- O=S1(=O)CC2N=C(Nc3cccc(Cl)c3)SC2C1 (stereo unspecified)
 : -0.3, -2.9, ·
- COc1ccc(CN2CCn3nc(C(=O)N4CCCC(C(N)=O)C4)cc3C2=O)cc1 (stereo unspecified)
 : 21.1, -2.2, -5.9
- Cc1ccccc1-n1nc(C(=O)N2CCC(N(C)C)C2)nc1CCc1ccccc1 (stereo unspecified)
 : ·, 5.9, -5.3
- O=C(NCc1ccncc1)c1csc(N2CCN(Cc3cccc(C(F)(F)F)c3)C2=O)n1
 : 0.3, -3.9, ·
- CC(C)CCCC1CN(C(=O)c2ccc3[nH]c(=O)c(=O)[nH]c3c2)CCO1 (stereo unspecified)
 : -1.7, -3.2, -19.6
- CCC1(c2ccc(C)cc2)CC(=O)NC1=O (stereo unspecified)
 : 6.5, 24.1, 10.7
- COc1ccc(CNC(=O)CCC2CCCN(C(=O)c3cccnc3OC)C2)c(OC)c1 (stereo unspecified)
 : 0.5, -10.2, ·
- O=C(Oc1cc(Br)c(O)c([N+](=O)[O-])c1)c1ccccc1
 : 11.5, -7.2, ·
- CC1CC(c2ccccc2F)N(C(=O)CNC(=O)c2cccs2)C1 (stereo unspecified)
 : 8.6, -11.2, -8.0
- COc1cccc(C(=O)N(CCN(C)C)Cc2c(-c3cccc(C)c3)noc2N2CCOCC2)c1
 : 6.1, -3.2, -4.0
- c1nc2ccc(-c3ccc4c(c3)OCO4)cc2[nH]1
 : 2.5, -2.7, -16.9
- COC(=O)C1(F)CCN(C(=O)C2(S(C)(=O)=O)CCCC2)C1 (stereo unspecified)
 : -8.9, 5.3, ·
- Cc1nsc(NC(=O)C2(C)CCCN(C)C2)n1 (stereo unspecified)
 : 1.1, 0.3, ·
- COc1cccc(-c2cc(C(=O)N3CCN(C(=O)COc4ccccc4)CC3)c(C)n2-c2ccccc2)c1
 : 0.7, -6.6, 2.3
- COc1ccc2[nH]c3c(=O)n(CCCC(=O)N4CC=C(c5ccccc5)CC4)c(=S)[nH]c3c2c1
 : 3.5, -4.9, -4.7
- Cc1cc(OC(=O)c2ccc(Cl)cc2)c([N+](=O)[O-])c(=O)[nH]1
 : -2.0, -5.7, -7.1
- Cc1csc(=O)n1CC(=O)OC(C)C(=O)Nc1ccnn1C(C)C (stereo unspecified)
 : -3.1, 5.3, ·
- CN(C)CCCNC(=O)CC1CSc2nc3c(cnn3-c3ccc(F)cc3)c(=O)n21 (stereo unspecified)
 : 3.7, -6.0, -5.9
- CC(NC(=O)c1cc(NC(=O)c2cc(Cl)cc(Cl)c2)ccc1N1CCCC1)c1ccccc1 (stereo unspecified)
 : -3.2, -9.6, -9.2
- CCC(C)N(Cc1ccc(OS(=O)(=O)c2ccc(F)cc2)cc1)C(=O)c1cccc(C(F)(F)F)c1 (stereo unspecified)
 : ·, -8.8, -5.6
- CC(Cn1cnc2ccccc21)C(=O)NN=Cc1ccc(Br)cc1 (stereo unspecified)
 : -8.7, 4.5, ·
- CN(C)CC1(O)CCN(C(=O)c2ccc(-c3ccn[nH]3)cc2)C1 (stereo unspecified)
 : 22.4, -3.0, ·
- CCC(COC)NC(=O)Nc1ccc(-c2n[nH]c(C)n2)cc1 (stereo unspecified)
 : 2.2, -6.4, ·

# Among those listed so far, these contain a nitro group on carbon.
# Fields – NPYLR7 agonist, hcGAS inh, mcGAS inh
- O=C(Oc1cc(Br)c(O)c([N+](=O)[O-])c1)c1ccccc1
 : 11.5, -7.2, ·
- Cc1cc(OC(=O)c2ccc(Cl)cc2)c([N+](=O)[O-])c(=O)[nH]1
 : -2.0, -5.7, -7.1

# Further records follow:
# Fields – NPYLR7 agonist, hcGAS inh, mcGAS inh
- COc1cc(-c2nc3cc(C)ccn3c2NC(C)(C)CC(C)(C)C)ccc1OC(=O)c1ccc(C(C)(C)C)cc1
 : 11.7, -9.3, -9.3
- CCOc1cc(C=C2N=C(c3ccc(Cl)cc3)OC2=O)ccc1OCC(=O)N(C)C
 : 18.4, -7.7, -7.7
- O=S(=O)(Nc1ccc2c(c1)OCO2)c1cccs1
 : -1.4, -2.2, ·
- O=P(c1ccccc1)(c1nc2ccccc2s1)N1CCCCCC1 (stereo unspecified)
 : 0.3, -1.6, -3.4
- CCOc1ncccc1CN1CCCC(C(=O)NC2CCCC(C)C2)C1 (stereo unspecified)
 : -12.0, -0.8, ·
- C=CCNC(=O)C1C2c3ccccc3C(c3ccccc32)C1CC (stereo unspecified)
 : 3.1, -4.7, ·
- CN(Cc1cn(Cc2ccccc2)nc1-c1cc2ccccc2o1)C1CCOCC1
 : 18.6, -7.1, ·
- CCc1nc2n(n1)C(=O)C(C(c1ccccc1Cl)N1CCC(O)CC1)S2 (stereo unspecified)
 : 0.7, -4.8, -7.7
- Cc1c(C(=O)NCc2ccccc2Cl)cnc2c(-c3ccc(C(C)C)cc3)cnn12
 : 24.0, -3.4, -6.9
- CCOC(=O)C(Cc1ccc(Cl)cc1)NC(=O)C1CCCCC1C(=O)N1CCc2c([nH]c3ccccc23)C1 (stereo unspecified)
 : -9.8, -1.0, 0.2
- Fc1ccc(CN(Cc2cccc3c2OCO3)CC2CCCO2)cc1 (stereo unspecified)
 : 0.9, -0.7, -6.8
- O=C(O)c1cc(-c2ccccc2F)nn1-c1ccccc1
 : 2.3, -2.0, ·
- CCc1ccc(CN2CCCC(C(=O)Nc3ccc(-c4cscn4)cc3)C2)o1 (stereo unspecified)
 : -6.2, -3.3, ·
- CCOC(=O)C1(CC2CCCCO2)CCN(C(=O)CCC(=O)c2ccc(F)cc2)CC1 (stereo unspecified)
 : 12.6, -2.8, ·
- CN(C)C(C)(C)C#CCCCCC#CC(C)(C)N(C)C
 : 7.2, -0.2, -0.2
- CCOc1cc(C(=O)Oc2coc(CSc3ncccn3)cc2=O)cc(OCC)c1OCC
 : -9.5, -5.7, -7.9
- CCCCN(CC(=O)N(Cc1ccccc1)Cc1ccc(C)s1)C(=O)Nc1ccc(OC)cc1OC
 : 9.7, -8.6, -6.6
- COc1ccc(-c2cc(C(=O)Nc3cccc(C(F)(F)F)c3)c3ccccc3n2)cc1
 : 5.9, 1.2, -0.8
- COc1ccc(S(=O)(=O)CC(=O)Nc2nc3ccc4sc(C)nc4c3s2)cc1
 : 15.3, -7.1, ·
- Cc1ccc(C2(c3noc(CN4CCCCC4c4nccn4C)n3)CCCC2)cc1 (stereo unspecified)
 : 9.7, -8.2, -9.2
- CSc1ccccc1NC(=O)CCC(=O)NCC1CCCCO1 (stereo unspecified)
 : 9.5, -3.6, -16.2
- Cc1[nH]c(CCC(=O)NCC2CCCO2)c(C)c1C(=O)N1CCCCC1 (stereo unspecified)
 : ·, -18.6, -4.0
- CN1[C@@H](c2ccccc2)[C@@H](C(=O)NCc2ccc(O)cc2)C[C@@]1(C)C(=O)O
 : ·, -3.2, -12.7
- COc1cccc(-c2nnc(SCC(=O)N3CCN(C(=O)CC(C)CC(C)(C)C)C(C)C3)n2-c2ccccc2)c1 (stereo unspecified)
 : 18.2, -12.0, -4.0
- O=C(CO)NCC1CCCN(C/C=C/c2ccccc2)C1 (stereo unspecified)
 : 19.6, -5.2, -9.4
- CC(Cn1cccn1)NC(=O)C1(Oc2ccc(Cl)cc2)CCNCC1 (stereo unspecified)
 : 6.0, -4.4, -17.1
- COc1cc(/C=C2\C(=O)NC(=O)N(C)C2=O)ccc1OCc1ccc(C(=O)O)cc1
 : -2.9, -3.0, -3.3
- CCS(=O)(=O)N(CCOC)CC(=O)N(CCc1c[nH]c2ccccc12)Cc1ccc(OC)c(OC)c1
 : 3.6, -4.1, -4.9
- COc1ccccc1CN(C)S(=O)(=O)c1ccc(C)cc1C
 : 0.8, -8.8, ·
- CN=c1scc(-c2ccccc2)n1N=Cc1cccc(C(F)(F)F)c1
 : 6.1, -3.2, -4.4
- Cc1cn2c(nc1=O)OC1[C@@H](O)[C@@H](CO)O[C@H]12 (stereo partly specified)
 : -4.1, -6.9, -4.6
- O=C1CN(Cc2csc(-c3cccs3)n2)CCN1
 : -3.0, -2.6, ·
- O=C(c1ccc2c3c(cccc13)CC2)C1CCCN(C(=O)CCCn2cncn2)C1 (stereo unspecified)
 : 19.2, -3.8, ·
- CCc1[nH]c2c(CNC(=O)C(C)n3cncn3)cc(F)cc2c1C (stereo unspecified)
 : 4.9, -6.1, -14.0
- CN1C(=O)CC(C(=O)Nc2ccc(F)cc2)SC1=Nc1ccc(F)cc1 (stereo unspecified)
 : 2.7, -4.0, -4.2
- CCc1ccc(C2C(C(=O)OCc3ccccc3)=C(C)NC3=C2C(=O)CCC3)cc1 (stereo unspecified)
 : 0.4, -3.7, ·
- S=c1n(-c2ccccc2)cnn1CN1CCN(c2cccc(Cl)c2)CC1
 : -4.4, 5.8, ·
- CNc1cccc(-c2cnn(CC(C)C)c2)n1
 : 0.5, -18.0, ·
- CCOc1ccc(NC(=O)C(C)Sc2nc(N)cc(N)n2)cc1 (stereo unspecified)
 : 0.2, -13.3, ·
- Cc1ccc(/C=C/S(=O)(=O)NNc2nc(C)cc(C)n2)cc1
 : 5.9, -2.4, ·
- CC1(C)NC(=O)N(CCC#N)C1=O
 : -2.9, 2.9, ·
- Cc1c(C(=O)Oc2coc(CSc3ncccn3)cc2=O)cccc1[N+](=O)[O-]
 : -12.6, -6.5, 3.0
- Cc1nonc1C1CCCN1Cc1nc(-c2cc3c(cc2Cl)OCO3)oc1C (stereo unspecified)
 : -2.1&17.1, -4.2&-4.3, ·
- Cc1ccc2nc(C)c(NC(=O)c3c(F)cccc3Cl)c(=O)n2c1
 : 4.0, -12.6, ·
- O=C1CCc2cc(NS(=O)(=O)c3ccccc3F)ccc2N1Cc1ccccc1
 : 8.2, -5.8, ·
- O=C(Nc1ccc(C(=O)N2CCCC2)cc1)c1c(F)cccc1F
 : -1.7, -9.5, ·
- CCN(CCO)c1nc(N2CCOCC2)c2cnn(C)c2n1
 : 2.4, -7.2, -9.2
- O=C(NCc1ccc(F)cc1)c1cnn2c(C(F)(F)F)cc(-c3cccs3)nc12
 : -5.9, -6.3, -3.8
- CCOc1ccc(-c2nc(N)ncc2-c2ccc(Cl)cc2)c(O)c1
 : -1.2, -4.0, -7.8
- COCc1cc(N2CCN(C/C=C/c3ccccc3)CC2)nc(SCc2ccc(C(=O)NC3CC3)cc2)n1
 : -12.8, -3.5, 0.3

# (list continues)
# Fields – NPYLR7 agonist, hcGAS inh, mcGAS inh
- O=C(Cn1ccn(-c2cccc3ccccc23)c(=O)c1=O)Nc1cccc(Cl)c1
 : 24.4, -1.6, ·
- COc1ccc(-c2cc(C(=O)NC(Cc3ccccc3)c3ccccc3)n(-c3ccc([N+](=O)[O-])cc3)n2)c(OC)c1 (stereo unspecified)
 : 8.3, -5.2, -2.5
- CN(NC(=O)c1ccc2nc(-c3ccccc3)c(-c3ccccc3)nc2c1)c1ccccc1
 : -5.7, -2.2, -6.3
- Cc1cc(C)c2nc(C)cc(NC(=O)Cc3cccs3)c2c1
 : 0.7, -0.8, 1.5
- Cc1cccc2nc(CNS(=O)(=O)N3CCCC3)n(C)c12
 : -23.7, -9.1, ·
- O=C1c2ccccc2-c2nc3cc4ccccc4cc3nc21
 : 3.7, -8.7, ·
- CCOC(=O)N1CCC(N2CCN(CC(C)(C)C)C(CCO)C2)CC1 (stereo unspecified)
 : 2.0, -2.0, ·
- O=C(Cn1cnc2ccccc21)N1CCC2(CC1)C(=O)Nc1ccccc12
 : -9.1, -1.6, ·
- Nc1nnc(SCc2ccc(Cl)cc2Cl)s1
 : -12.8, 1.9, -1.7
- CCCNC(=O)Cn1cc(OC)c(=O)cc1CN1CCN(c2ccc(OC)cc2)CC1
 : -1.3, -5.6, -8.4
- CNC(=O)C1CCN(c2ncnc3sc(C)c(C)c23)C1 (stereo unspecified)
 : -0.8, -4.0, -10.8
- O=C(OC1CCCCC1=O)C1CCCN(C(=O)Cc2ccccc2)C1 (stereo unspecified)
 : 0.0, -10.6, ·
- O=c1cc(COc2ccc(-c3ccccc3)cc2Cl)nc2sccn12
 : 1.5, -8.1, -8.9
- Cc1nc(SCc2ccc(C(=O)NCc3ccco3)cc2)nc(N2CCN(c3ccccc3Cl)CC2)c1C
 : 2.0, -3.5, -2.7
- Cc1cn2c3c(=O)n(Cc4ccccc4Cl)c(=O)n(C)c3nc2n1C1CCCC1
 : 1.3, 12.4, -0.9

# An unsorted share of the library. Share with any hit: about 0.27%.
